# Mtb RmlCD inh – M. tuberculosis RmlC/RmlD coupled enzyme inhibitors, primary screen, biochemical, compound mixtures, 384-well, from 1536-well plates; inhibition, % at 3.6 µM; dTDP-4-dehydrorhamnose reductase (Mycobacterium tuberculosis (strain ATCC 25618 / H37Rv)) …; RmlC+RmlD coupled enzyme assay, percent inhibition; primary screen in compound mixtures; 160,000 compounds, 0.03% hits; in the data active = inhibition mostly above about 34%, no sharp cut-off; also: some results filed as inactive read as strong as hits
# Target sequence (P9WH09 whole entry, looked up): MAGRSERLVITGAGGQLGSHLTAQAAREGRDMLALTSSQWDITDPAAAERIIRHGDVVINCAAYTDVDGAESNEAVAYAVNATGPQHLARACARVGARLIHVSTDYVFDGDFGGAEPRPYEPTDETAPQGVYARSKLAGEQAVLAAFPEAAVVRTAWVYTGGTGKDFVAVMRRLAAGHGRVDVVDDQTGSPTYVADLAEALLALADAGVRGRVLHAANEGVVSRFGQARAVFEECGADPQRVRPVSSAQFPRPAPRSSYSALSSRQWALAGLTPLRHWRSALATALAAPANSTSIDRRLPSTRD
# Target sequence (P9WH11 whole entry, looked up): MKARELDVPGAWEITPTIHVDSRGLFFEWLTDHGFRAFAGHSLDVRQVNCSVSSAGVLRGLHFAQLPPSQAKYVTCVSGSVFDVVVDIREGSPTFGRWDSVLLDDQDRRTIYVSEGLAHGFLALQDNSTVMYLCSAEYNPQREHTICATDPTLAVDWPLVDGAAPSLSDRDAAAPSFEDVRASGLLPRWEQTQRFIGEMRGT
# GlmU inhibition – inhibition of mycobacterial GlmU enzyme – biochemical, glucosamine-1-phosphate acetyltransferase (AID 1376); M. tuberculosis GlmU acetyltransferase enzyme assay; higher % means a stronger effect; inhibition, %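 (tested at 30 µM in the primary screen)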; hits with a dose series show IC50 in µM; 220,000 compounds, 0.25% hits; in the data active = inhibition above about 13%;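 also: 0% = complete reaction with vehicle and 100% = reaction without substrate; strong numbers were not always called active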
# Starred values were filed as active, the others as inactive; . = not tested or not shown; & = joins results of further samples.
SMILES,Mtb RmlCD inh,GlmU inhibition
COC(=O)Cn1c(=NC(=O)c2ccc(Cl)s2)sc2cc(C)ccc21,9,-5.1%
Cc1ccc(C(C)C)c(OCCNC(=O)c2cncc(Br)c2)c1,.,-5.7%
Cc1ccccc1C(=O)N1CCC(C(N)=O)CC1,.,1.5%
COc1cc(/C=C2\SC(=Nc3ccccc3)N(Cc3ccco3)C2=O)ccc1OC(C)C(=O)O (stereo not drawn),-7,-1.6%
COC(=O)c1n[nH]c2ccccc12,9,-2.7%
CSc1nc(NCc2ccco2)c2c3c(sc2n1)CN(C)CC3,.,0.0%
CC(=O)N1c2c(cc(Br)cc2S(=O)(=O)Nc2c(C)n(C)n(-c3ccccc3)c2=O)CC1C (stereo not drawn),4,-4.7%
Cc1cc(OCC(=O)N(C)C2CCCCC2)ccc1Cl,.,1.3%
Cc1cc(Nc2ccccc2Cl)n2nnnc2n1,-8,-2.4%
COc1ccc(/C(O)=C2/C(=O)C(=O)N(c3ncccn3)C2c2ccc(OC)c(OC)c2)cc1 (stereo not drawn),-6,-1.0%
Cc1oc(C(C)(C)C)cc1C(=O)Nc1ccc2c(c1)OCO2,13,-2.2%
O=C1OC(c2ccc(Cl)cc2)/C(=C(/O)c2ccccc2)C1=O (stereo not drawn),2,.
CCN(CC)S(=O)(=O)c1ccc(N2CCOCC2)c(NC(=O)c2cc(=O)[nH]c3ccccc23)c1,4,-3.7%
O=S1(=O)CCC(S(=O)(=O)N2CCCCCC2)C1 (stereo not drawn),-4,3.0%
Cc1ccc(-c2csc(N3N=C(c4ccccc4)/C(=C\c4ccc(N(C)C)cc4)C3=O)n2)cc1,-5,.
O=C1NCN(c2ccccc2)C12CCN(CCCC(c1ccc(F)cc1)c1ccc(F)cc1)CC2,9,-6.9%
CCOc1ccc(C2CC(c3ccc(F)cc3)Nc3nc(N)nn32)cc1 (stereo not drawn),.,2.3%
CCOC(=O)C1=NOC(CN(c2ccccc2)S(=O)(=O)c2ccc(Cl)cc2)C1 (stereo not drawn),-8,.
CCCCCCNc1nc(-c2ccc(OC)cc2)c(CCC(=O)O)s1,-5,-1.8%
C=CCN1C(=O)/C(=C2/Sc3ccccc3N2CCCS(=O)(=O)O)SC1=S,.,7.9%

# 4 compounds drawn at random from those above:
SMILES,Mtb RmlCD inh,GlmU inhibition
COc1ccc(/C(O)=C2/C(=O)C(=O)N(c3ncccn3)C2c2ccc(OC)c(OC)c2)cc1 (stereo not drawn),-6,-1.0%
Cc1cc(Nc2ccccc2Cl)n2nnnc2n1,-8,-2.4%
C=CCN1C(=O)/C(=C2/Sc3ccccc3N2CCCS(=O)(=O)O)SC1=S,.,7.9%
CCCCCCNc1nc(-c2ccc(OC)cc2)c(CCC(=O)O)s1,-5,-1.8%

# Given with two lines to a compound: part of the list above
# Order of results: Mtb RmlCD inh | GlmU inhibition
O=S1(=O)CCC(S(=O)(=O)N2CCCCCC2)C1 (stereo not drawn)
    -4 | 3.0%
Cc1ccc(-c2csc(N3N=C(c4ccccc4)/C(=C\c4ccc(N(C)C)cc4)C3=O)n2)cc1
    -5 | .

# Going on with the list.
SMILES,Mtb RmlCD inh,GlmU inhibition
Cc1ccc(NC(=O)NCc2ccc3c(c2)OCO3)cc1C,-6,-7.7%
COc1cc2nc(CN3CCN(S(=O)(=O)c4ccc(Cl)cc4)CC3)[nH]c(=O)c2cc1OC,-13,8.7%
O=C(C(=O)N1CCOCC1)c1cn(CCCOc2ccccc2)c2ccccc12,-7,-0.5%
Cc1ncc(C[n+]2csc(CCOC(=O)C34CC5CC(CC(C5)C3)C4)c2C)c(N)n1,8,5.2%
CC(=O)O[C@@H]1/C=C/[C@](C)(O)C[C@@H](C)C/C=C/[C@H]2[C@H](O)[C@@](C)(O)[C@@H](C)[C@H]3[C@H](Cc4ccccc4)NC(=O)[C@@]312,.,1.0%
CCc1ccc(/C=C2\Oc3cc(OC(=O)N4CCOCC4)ccc3C2=O)cc1,-10,3.4%
CCCOP(=O)(OCCC)C(NC(=O)c1ccccc1)=C(Cl)Cl,7,-1.6%
COC(=O)c1ccc(NC(=O)c2ccc3c(c2)OCO3)cc1,10,3.4%
Cc1cccc(Nc2nc(CC(=O)O)cs2)c1,4,-6.1%
O=C(NC(=S)Nc1cccc(-c2ccc(CO)o2)c1)c1cccs1,-8,2.1%
O=C(c1c(Cl)nc2sccn12)N1CCCc2ccccc21,.,-7.7%
CCS(=O)(=O)c1ccc(O)c(N2C(=O)C3C4C=CC(C4)C3C2=O)c1 (stereo not drawn),35,3.1%
CC(CN1CCCCC1)OC(=O)c1ccccc1Cl (stereo not drawn),.,-5.2%
O=C(C1=C[C@@H](c2ccc(Br)cc2)C[C@@H](OCCCCO)O1)N1CCOCC1,.,-1.6%
COc1cccc(C2NC(CC(C)C)(C(=O)O)C3C(=O)N(Cc4ccccc4)C(=O)C23)c1O (stereo not drawn),.,6.0%
COc1ccc(C2C(C(=O)NCC3CCCO3)CCC(=O)N2c2ccc3c(c2)OCO3)cc1 (stereo not drawn),3,-2.5%
COc1ccc(CNC(=O)CN2C(=O)C3C4C=CC(C4)C3C2=O)cc1 (stereo not drawn),-3,-9.0%
Cc1[nH]n(-c2ccccc2)c(=O)c1S(=O)(=O)c1ccccc1,8,0.8%
O=C(COc1ccccc1)NC1CCN(Cc2ccccc2)CC1,-2,-4.5%
COc1ccc(/C=C/C2=NN(Cc3ccccc3)C(=O)CC2)cc1,-10,6.9%

# Complete entries as entered above. Screens in order: Mtb RmlCD inh, GlmU inhibition
# CCc1ccc(/C=C2\Oc3cc(OC(=O)N4CCOCC4)ccc3C2=O)cc1 is listed with -10, 3.4%
# COC(=O)c1ccc(NC(=O)c2ccc3c(c2)OCO3)cc1 is listed with 10, 3.4%
# O=C(COc1ccccc1)NC1CCN(Cc2ccccc2)CC1 is listed with -2, -4.5%
# O=C(C(=O)N1CCOCC1)c1cn(CCCOc2ccccc2)c2ccccc12 is listed with -7, -0.5%
# COc1ccc(/C=C/C2=NN(Cc3ccccc3)C(=O)CC2)cc1 is listed with -10, 6.9%

# The list continues:
SMILES,Mtb RmlCD inh,GlmU inhibition
COc1cccc(-c2nnn(C/C(N)=N/O)n2)c1,-9,-5.5%
O=C(NCc1ccccn1)c1cc(S(=O)(=O)N2CCN(c3ccccc3)CC2)ccc1Cl,-11,5.2%
CCCC(=O)Nc1ccc(Cl)c(NC(=S)NC(=O)c2ccco2)c1,-11,-3.1%
Cc1ccc(N2CCN(/N=C/c3sccc3C)CC2)cc1,9,2.1%
O=C(O)CSc1nnc(-c2cccs2)n1-c1ccc(Cl)cc1,-4,-0.3%
C/C(=N\NC(=O)c1cc(C)[nH]n1)c1cccs1,-6,3.2%
COc1ccc(CN2CCCC(C(=O)c3cccc(C(F)(F)F)c3)C2)cc1O (stereo not drawn),-3,-0.7%
Cc1ccc(C#N)c(SCC(=O)Nc2nccs2)n1,6,7.2%
COC(=O)c1cc(=O)n(Cc2cccs2)c(=Nc2ccccc2)s1,.,3.4%
COC(=O)c1cc(NC(=O)CN2CCOCC2)cc(C(=O)OC)c1,-10,9.4%
O=C1NC(Cc2c[nH]c3ccccc23)C(=O)N1Cc1ccc(CN2C(=O)NC(Cc3c[nH]c4ccccc34)C2=O)cc1 (stereo not drawn),.,3.5%
CCOC(=O)c1c(-c2ccc(C)o2)csc1NC(=O)CSc1ncn[nH]1,5,-0.1%
COCCN(C(=O)C(C)C)c1nnc(-c2cccc(C)c2)s1,7,7.5%
Cc1ccc(-n2nc3ccc(NC(=O)c4cccc([N+](=O)[O-])c4C)cc3n2)cc1,-12,-0.8%
Cc1ccccc1-c1nc(CS(=O)CC(=O)NCCCN(C)c2ccccc2)c(C)o1 (stereo not drawn),12,8.1%&-2.9%
Cc1ccc(/C=C/C(=O)N(Cc2cccs2)C2CCS(=O)(=O)C2)cc1 (stereo not drawn),-8,3.4%
O=C(Nc1cc2ccccc2oc1=O)c1ccccc1,.,-1.3%
CCOC(=O)C(C)Oc1cccc2c(=O)n(CC(=O)Nc3ccc(OCC)cc3)ccc12 (stereo not drawn),-7,-2.6%
O=C(CN1CCC(C(=O)c2cccc(Cl)c2)CC1)Nc1ccc(C(=O)O)cc1,4,0.1%
COc1cccc(NC(=O)CN2CCSc3ccccc32)c1,.,-8.9%
O=C(CCc1ccc(S(=O)(=O)N2CCOCC2)cc1)NCCc1ccccn1,-11,-0.2%
CCOc1ccc(-n2c(SCC(=O)Nc3ccccc3CC)nc3n[nH]c(C)c3c2=N)cc1,1,1.5%
O=C(NC(=S)Nc1ccccc1Cl)c1csnn1,-2,-1.0%
O=C(CN1CCN(c2ccccc2)CC1)N1CCN(c2ccccc2)CC1,.,-4.1%
CCC(CC)C(=O)Nc1cccc(C(=O)NCc2ccco2)c1,.,-3.8%
COc1ccccc1C(c1nnnn1C(C)(C)C)N1CCN(C(=O)c2ccco2)CC1 (stereo not drawn),.,7.9%
CCc1cccc(CC)c1NC(=O)CO/N=C(\C)c1cccs1,-6,-9.3%
CSc1ccccc1NC(=O)c1onc(C)c1Cl,9,6.6%
O=C(/C=C/c1ccco1)NC(=S)Nc1ccc(Cl)cn1,.,-0.9%
CC(C)CC(NC(=O)C(CC(C)C)NC(=O)OC(C)(C)C)C(N)=O (stereo not drawn),.,7.0%
Cc1c(Br)c([N+](=O)[O-])nn1CC(=O)N1CCc2ccccc2C1,3,3.6%
Cc1noc(C)c1C(=O)N1CCCC(C(=O)c2cccc(OC(C)C)c2)C1 (stereo not drawn),11,-5.6%
Cc1ccc(S(=O)(=O)N2CCN(C(=O)CN3C(=O)NC4(CCOc5ccccc54)C3=O)CC2)cc1 (stereo not drawn),-6,3.8%
Cc1cc(C)nc(/N=C(/NC(=O)Nc2cccc(Cl)c2)Nc2ccccc2)n1,.,1.1%
COc1ccc(OCC#CCN2CCC(C)CC2)cc1,.,-1.7%
CSc1ccccc1NC(=O)N1CCC(CO)(CC2CCCCO2)CC1 (stereo not drawn),-8,3.1%
COc1ccc(N=CC2=C(O)c3ccccc3C2=O)cc1,13,1.7%
Cc1cccc(NCC(=O)N/N=C/c2cccc(Br)c2)c1,9,-1.3%
CCc1ccc(NC(=O)C(=O)NCCOc2ccccc2Cl)cc1,2,0.2%
O=C(CCCc1c[nH]c2ccccc12)N1CCN(S(=O)(=O)c2cccs2)CC1,-11,6.1%
Cc1cc(F)ccc1N1CCC(N2CCN(C(C)C)C(CCO)C2)CC1 (stereo not drawn),.,-12%
Cc1ccc(Cl)cc1NC(=O)N(C)CCO,-10,-4.3%
O=[N+]([O-])c1cc(/C=N/O)ccc1Oc1ccccc1Cl,5,8.1%
CCOc1ccc(Cc2nnc(SCC(=O)c3ccc(OC)cc3)o2)cc1,.,-3.9%
Cc1ccc(C(=O)N(Cc2cccnc2)Cc2cc3cc(C)ccc3n3nnnc23)cc1,7,6.9%
Cc1c(C(N)=O)sc2ncn(CC(=O)N3CCC(C)CC3)c(=O)c12,5,1.3%
Cn1c(=O)c2cc(NCc3ccccc3)nnc2n(C)c1=O,5,-1.8%
COc1cc(CCC(=O)OCC(=O)Nc2ccc(C(N)=O)cc2)cc(OC)c1OC,-5,5.6%
Cc1ccc(N(C)S(=O)(=O)c2cccc(C(=O)Nc3nc4ccccc4[nH]3)c2)cc1,-9,3.0%
O=C(CCc1nnc(-c2ccc3c(c2)OCO3)o1)NC(c1ccccn1)C(F)(F)F (stereo not drawn),.,7.4%
O=C1CCCC(=O)C1CS(=O)(=O)c1ccccc1,.,2.2%
COc1ccc(Nc2nc3c(C)cccc3cc2C#N)c(OC)c1,-7,4.7%
O=C(COc1ccccc1)Nc1ncc2c(n1)CCCC2=O,7,-2.0%
Cc1cccc(-n2cnc(C(=O)NNC(=S)Nc3ccc(Cl)cc3)c2)n1,-8,0.0%
Cc1noc(C)c1COc1cccc(C(=O)Nc2ccc3c(c2)OCO3)c1,35,-1.3%
Nc1c(N(CCO)C(=O)/C=C/c2ccco2)c(=O)[nH]c(=O)n1Cc1ccccc1,7,-6.7%
COC(=O)c1cnn(-c2nc(OC)cc(OC)n2)c1C,-11,-7.6%
CN1N=C2c3ccccc3CCCC2C1c1ccc(F)cc1 (stereo not drawn),3,-6.6%
CC1CN(C2CCN(C(=O)c3ccccc3)CC2)CC(C)O1 (stereo not drawn),-5,3.8%
Cc1ccc(N(C(=O)CCC(=O)Nc2cc(C)on2)C(C(=O)NC2CCCC2)c2ccncc2)cc1 (stereo not drawn),-7,.
# Further records
SMILES,Mtb RmlCD inh,GlmU inhibition
COC(=O)c1cc2oc(C)cc2n1CC(=O)N(C)c1ccccc1,6,-3.5%
CCCCC(NC(=O)c1cccc(Br)c1)C(=O)O (stereo not drawn),-3,0.8%
COc1ccc(-n2c(SCC(N)=O)nnc2-c2cccnc2)cc1,.,-6.1%
COc1ccc(C2=C(C#N)C(=O)OC2)cc1,8,-0.5%
COc1ccc(C2CC(C(F)(F)F)n3ncc(C(=O)Nc4c(C)n(C)n(-c5ccccc5)c4=O)c3N2)cc1 (stereo not drawn),.,-1.2%
Cc1cccc(C)c1NC(=O)c1ccc(-n2cncn2)nc1,13,1.3%
CCn1cc(/C=N\NC(=O)Cc2ccc(Cl)cc2)cn1,7,0.0%
CCCCn1c(=O)c(C=Nc2ccc(Cl)cc2)c(O)n(Cc2ccco2)c1=O,.,1.3%
Cc1cccc(NC(=O)CSc2nnc(CNC(=O)c3cccs3)o2)c1C,-1,-5.7%
CC(=O)N1CCN(S(=O)(=O)c2cccc(C(=O)NC3CCC(C)CC3)c2)CC1 (stereo not drawn),-11,0.1%
COc1ccc(Nc2nnc(SCC(=O)Nc3ccc4[nH]c(=O)[nH]c4c3)s2)cc1,.,1.6%
N/C(=N/OC(=O)c1ccc(Cl)cc1)c1ncc([N+](=O)[O-])s1,5,1.7%

# High-throughput results from PubChem BioAssay.

# A portion of the library; count on the stated rates, not on these rows.
